Screens from PubChem.
Myeloid diff 2: promotes myeloid progenitor differentiation | ER-HoxA9 myeloid progenitors, lysozyme-GFP differentiation, flow cytometry | 360,000 tested, 1% active | calls only at 10 µM;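 active = normalized GFP-positive differentiation at or above the plate's own cutoff, the solvent-only control mean plus 3 SD; inconclusive = no clear call, values can overlap the other calls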;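 also: cells exposed to compound for four days before flow analysis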
K1F lysis inhibition: protection from phage-mediated lysis, alamar blue read-out – E. coli UTI89, K1F phage, bacterial capsule biogenesis inhibitors (AID 488966). E. coli UTI89 K1F phage lysis, alamar blue, 2 h; higher % means a stronger effect. 340,000 tested, 0.02% active. inhibition, % at 100 µM; hits with a dose series show IC50 in µM;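 active = phage lysis inhibition, versus mean bacterial control, above a set limit; inconclusive = no clear call, values can overlap the other calls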;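 also: capsule biogenesis inhibitors block K1F phage lysis so surviving cells raise fluorescence; higher fluorescence means more inhibition of phage lysis; actives were called in the ten point dose series up to 300 µM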
Myeloid diff 2 GFP+ MAC1+ %: also measured in Myeloid diff 2; calls as there; GFP+ MAC1+ double positive, %; measured here: differentiation confirmed by MAC1 staining
Starred values were filed as active, the others as inactive; i = inactive; ? = inconclusive; · = not tested or not shown; [ ] = another dose, or the depositor's remark.

Structure,Myeloid diff 2,Myeloid diff 2 GFP+ MAC1+ %,K1F lysis inhibition
Cc1oc2cc3oc(=O)c(CCC(=O)NCCN4CCOCC4)c(C)c3cc2c1C,i,3.4,-2.4%
O=C(NCC1CC1)C1(C(F)(F)F)C/C(=C\Cc2ccccc2)CCCO1 (stereo unspecified),i,3.4,0.7%
COc1cc(/C=C/C(=O)OCC(=O)c2ccc(OC(F)F)cc2)ccc1O,i,0.8,0.9%
O=S(=O)(c1ccccc1)N(F)S(=O)(=O)c1ccccc1,i,0.5,1.1%[50 µM]
O=C(NCC(c1ccco1)N1CCc2ccccc2C1)c1ccc(Cl)cc1 (stereo unspecified),i,0.7,0.5%[50 µM]
CCOc1ccc(NC(=O)c2ccccc2NC(=O)c2cccnc2)cc1,i,0.6,2.8%
O=C1NCCOC(=O)[C@H](Cc2ccc(F)cc2)CC/C=C/C[C@H]1CC(=O)N(CCO)Cc1ccccc1,i,2.8,0.7%
O=C(Cc1csc(NC(=O)Nc2cccc(Cl)c2)n1)NCc1ccccn1,i,0.7,-0.1%[50 µM]
Cc1nnc(Sc2nc3c(c(=O)n(C)c(=O)n3C)n2Cc2ccccc2Cl)s1,i,0.7,0.2%
COc1cccc(C2=CC(=O)CC(C)(C)C2)c1OC,i,1.5,2.1%
CCCSc1ccc([C@H]2N[C@@](C)(C(=O)OC)[C@H]3C(=O)N(CC)C(=O)[C@@H]23)cc1,i,1.2,0.8%
CC(C)Cn1c(N)c(C(=O)CSc2nccn2C)c(=O)n(C)c1=O,i,0.8,0.4%[50 µM]

More entries.
Structure,Myeloid diff 2,Myeloid diff 2 GFP+ MAC1+ %,K1F lysis inhibition
CSc1ncccc1C(=O)NCc1nnc2ccccn12,i,0.6,-2.0%
O=C(c1ccc([N+](=O)[O-])o1)N1CCc2ccccc21,i,1.3,-0.6%
Cc1cn(CC(=O)N[C@H](C)c2cccc3ccccc23)c(=O)[nH]c1=O,i,0.6,-0.1%
COc1cc(-c2noc(C)c2C(=O)NCc2ccc(C)o2)cc(OC)c1OC,i,2.0,0.2%
Nn1c(SCC(=O)Nc2ccc(OC(F)F)cc2)nnc(Cc2ccccc2)c1=O,i,0.3,0.3%[50 µM]
COc1ccccc1CNC(=O)COC(=O)Cc1c[nH]c2ccccc12,i,0.6,0.9%[50 µM]
COc1ccc(OC)c(CN2CCN(C(=O)CNC(=O)c3ccccc3F)CC2)c1,i,1.3,1.4%
C[C@@]12CCC3[C@@](CCC4[C@@]3(C)CCC[C@@]4(C)C(=O)NC3CCCCC3)(CC1=O)C2 (stereo partly specified),i,0.3,1.8%
Nc1ccc(S(=O)(=O)Nc2cc(Cl)c(N)c(Cl)c2)cc1,i,1.9,-2.7%
COC1=CC(=O)c2ccccc2C1=O,i,2.8,-9.8%
CC(C)(C)OC(=O)C[C@@H]1C/C=C\C[C@@H](CC(=O)N(CCO)Cc2ccccc2)C(=O)NC[C@H](c2ccccc2)OC1=O,?,·,-1.3%
Cc1c(Cl)cccc1NC(=O)CSc1nc(=O)n(CCCN2CCOCC2)c2c1CCC2,i,0.4,1.5%[50 µM]

(next part)
Structure,Myeloid diff 2,Myeloid diff 2 GFP+ MAC1+ %,K1F lysis inhibition
Cc1ccc(S(=O)(=O)N2CCOCC2)cc1NC(=O)COc1ccc(C(=O)c2ccccc2)cc1,i,0.5,0.6%[50 µM]
COc1ccc(OC)c(NC(=O)c2csc(Cl)c2OC)c1,i,0.8,0.2%
CC(C)(C)c1ccc(C(=O)OCc2c(-c3ccccc3)ncc3ccccc23)cc1,i,3.7,0.0%
COc1ccc(S(=O)(=O)N(C)C[C@H]2Oc3ccc(NS(=O)(=O)c4ccccc4)cc3CC(=O)N([C@H](C)CO)C[C@@H]2C)cc1,i,0.6,-0.3%
O=C(NC1CCN(C(=O)c2cccc([N+](=O)[O-])c2)CC1)c1ccccc1,i,0.4,-0.2%
O=C(NCc1ccccc1CN1CCCC1)c1cc2cc(Cl)ccc2o1,i,0.4,0.8%
COC(=O)C1=C(C(=O)OC)[C@@H]2N(C)c3ccc(OC)cc3[C@@]23C[C@@H](C(=O)OC)N(C(=O)NC2CCCCC2)C3=N1,i,0.9,0.3%
COc1ccc(CCNC(=O)COC(=O)c2cc(S(=O)(=O)N3CCCC3)ccc2O)cc1,i,1.1,0.7%[50 µM]
NS(=O)(=O)c1ccc(NC(=O)Cc2cccs2)cc1,i,0.5,0.1%
CN(CCOc1ccc(Cl)cc1)C(=O)c1cc(-c2ccco2)nc2ccccc12,i,0.5,-1.0%[50 µM]
CCc1noc(C)c1C(=O)N1CCCSC1=Nc1ccccc1OC,i,1.5,0.9%[50 µM]
CC(=O)OCC=C1CCC2C3CC(C)C4=CC(=O)CCC4(C)C3C(O)CC12C (stereo unspecified),i,0.9,1.4%

(more compounds)
Structure,Myeloid diff 2,Myeloid diff 2 GFP+ MAC1+ %,K1F lysis inhibition
O=C(CN1CCN(S(=O)(=O)c2ccc(Cl)c(Cl)c2)CC1)N1CCCC1,i,0.6,0.5%[50 µM]
Cc1ccc(S(=O)(=O)/N=C(/Nc2c(C)cccc2C)c2ccccc2)cc1,i,0.6,0.5%[50 µM]
COc1ccc(S(=O)(=O)NNC(=O)C23CC4CC(CC(C4)C2)C3)cc1[N+](=O)[O-],i,1.3,0.7%[50 µM]
CCCCc1nnc(NC(=O)c2ccc(-n3cncn3)c([N+](=O)[O-])c2)s1,i,0.6,0.4%[50 µM]
COc1cccc(NC(=O)CN(C)C(=O)CN2C(=O)NC3(CCCC3)C2=O)c1,i,0.4,1.4%[50 µM]
O=C(C[C@@H]1C/C=C/CC[C@H](Cc2ccc(F)cc2)C(=O)OC[C@@H](Cc2ccccc2)NC1=O)N[C@H](CO)Cc1ccccc1,i,2.2,0.4%
COc1ccc(CNS(=O)(=O)CCNC(=O)c2ccccc2)cc1,i,0.2,0.8%[50 µM]
Cc1nc([N+](=O)[O-])cn1CC(=O)c1ccc(OC(F)(F)F)cc1,i,0.9,-0.2%
N#Cc1ccccc1OCC(=O)N1CCN(S(=O)(=O)c2ccc(Cl)cc2)CC1,i,1.3,0.9%[50 µM]
Cc1onc(-c2c(F)cccc2Cl)c1C(=O)Nc1cccc(S(=O)(=O)N2CCOCC2)c1,i,0.7,1.5%
CN(C)S(=O)(=O)c1ccc(NC(=O)C2CC(=O)N(Cc3ccccc3Cl)C2)cc1 (stereo unspecified),i,0.6,1.0%[50 µM]
CN(C)CCCN1C(=O)C(O)=C(C(=O)c2cc3ccccc3o2)C1c1ccccn1 (stereo unspecified),i,0.1,0.2%

Later entries:
Structure,Myeloid diff 2,Myeloid diff 2 GFP+ MAC1+ %,K1F lysis inhibition
O=C(COC(=O)c1cc([N+](=O)[O-])ccc1N1CCOCC1)c1ccc(Br)cc1,i,0.6,-0.1%[50 µM]
O=C(Nc1cc(S(=O)(=O)N2CCOCC2)ccc1Cl)c1ccncc1,i,1.8,-0.4%
c1ccc2c(C[C@@H]3CNCCN3CCC34CC5CC(CC(C5)C3)C4)cccc2c1,i,4.0,-7.5%
CCOc1c(Cl)cc(/C=C/C(=O)N(CC)CC(=O)NCc2cccs2)cc1OC,i,0.1,-0.5%[50 µM]
O=C(Cn1ccc(NC(=O)OCc2ccccc2)nc1=O)NCCc1ccccn1,i,1.4,1.8%
CC[C@@H](C)[C@@H]1CN([C@@H](C)CN2CCC[C@H]2CN2C(N)=NC[C@@H]2Cc2ccccc2)C(=N)N1CCCC1CCCC1,i,2.1,?
CCCCNc1nnc(SCC(=O)c2c(N)n(CCC)c(=O)[nH]c2=O)s1,i,0.3,0.4%[50 µM]
Cc1csc(=O)n1CCC(=O)OC(C)C(=O)NCc1ccccc1 (stereo unspecified),i,0.7,-1.3%
C[N+](C)(C)C[C@H](O)CC(=O)O,i,4.1,1.4%
O=C(c1ccco1)N1CCN(c2ccc(Cl)c(Cl)c2)CC1,i,5.6,2.4%
O=C(Cc1ccc([N+](=O)[O-])cc1)N/N=C/c1cccnc1,i,0.8,0.5%
Cc1ccc(-c2nnc(NC(=O)c3ccco3)o2)c(C)c1,i,0.4,1.2%[50 µM]

(list continues)
Structure,Myeloid diff 2,Myeloid diff 2 GFP+ MAC1+ %,K1F lysis inhibition
O=C(OCC(=O)c1ccccc1Cl)C1=NN(c2ccccc2)C(=O)CC1,i,1.0,1.7%
CC(NC(=O)COC(=O)CN1C(=O)NC2(CCCC2)C1=O)c1ccc(F)cc1 (stereo unspecified),i,0.8,0.9%[50 µM]
COc1ccc(NC(=O)CN2CCN(C(C)=O)CC2)cc1S(=O)(=O)N1CCOCC1,i,1.2,1.1%[50 µM]
Cc1ccc(S(=O)(=O)N2CCN(C(=O)c3ccc(-n4cncn4)c([N+](=O)[O-])c3)CC2)cc1C,i,0.4,0.1%[50 µM]
CCOc1ccc(CCN2C(=S)N([C@@H](CC(C)C)CN3CCCC3CN3C(=S)NC[C@@H]3CC(C)C)C[C@@H]2Cc2ccccc2)cc1 (stereo partly specified),i,0.5,0.4%
COc1ccc(-c2ccc3sc4ccccc4c(=O)c3c2)cn1,i,0.6,0.1%
O=C(Nc1ccc(N2CCOCC2)cc1)c1ccc(Cl)cc1N1CCCC1=O,i,0.6,1.3%[50 µM]
CCN1CCN(c2ccc(S(=O)(=O)N3CCCCC3)cc2NC(=O)c2ccc(C)o2)CC1,i,1.1,1.7%[50 µM]
COc1ccccc1CNC(=O)c1cc(-c2ccccc2C)n(CC2CC(c3cccc([N+](=O)[O-])c3)=NO2)n1 (stereo unspecified),i,3.0,0.5%
O=C(COC(=O)c1ccc(Cl)nc1)NCCc1ccc(Cl)cc1,i,0.8,-2.1%
COc1ccc(S(=O)(=O)N2CCOCC2)cc1NC(=O)CC1CC2CCC1C2 (stereo unspecified),i,1.5,0.6%[50 µM]
O=C(CSc1nnc(COc2ccc(Cl)cc2)o1)NC1CCCCC1,i,0.5,1.0%[50 µM]

Arranged by number of heavy atoms (falling): some entries from above.
Structure,Myeloid diff 2,Myeloid diff 2 GFP+ MAC1+ %,K1F lysis inhibition
CCOc1ccc(CCN2C(=S)N([C@@H](CC(C)C)CN3CCCC3CN3C(=S)NC[C@@H]3CC(C)C)C[C@@H]2Cc2ccccc2)cc1 (stereo partly specified),i,0.5,0.4%
COc1ccccc1CNC(=O)c1cc(-c2ccccc2C)n(CC2CC(c3cccc([N+](=O)[O-])c3)=NO2)n1 (stereo unspecified),i,3.0,0.5%
Cc1ccc(S(=O)(=O)N2CCN(C(=O)c3ccc(-n4cncn4)c([N+](=O)[O-])c3)CC2)cc1C,i,0.4,0.1%[50 µM]
CCN1CCN(c2ccc(S(=O)(=O)N3CCCCC3)cc2NC(=O)c2ccc(C)o2)CC1,i,1.1,1.7%[50 µM]
CC(NC(=O)COC(=O)CN1C(=O)NC2(CCCC2)C1=O)c1ccc(F)cc1 (stereo unspecified),i,0.8,0.9%[50 µM]

(further entries)
Structure,Myeloid diff 2,Myeloid diff 2 GFP+ MAC1+ %,K1F lysis inhibition
O=C(CSc1nc2nn(-c3ccccc3)c(=O)c-2c2n1CCCCC2)Nc1ccc(OC(F)F)cc1,i,1.0,-1.2%
COC(=O)CCC(=O)OC1(C)C(=O)C2=CN(c3ccccc3)C(c3ccc(OC)cc3)=CC2=C(Br)C1=O (stereo unspecified),i,0.9,0.5%
CC(C)Cn1c(SCC(=O)N(C)C2CCS(=O)(=O)C2)nc2cc(Cl)ccc2c1=O (stereo unspecified),i,0.4,0.2%[50 µM]
C=CCNC(=S)N1N=C(c2ccco2)CC1c1ccco1 (stereo unspecified),i,3.4,-0.3%
COc1ccc(S(=O)(=O)N2CCCCC2)cc1NC(=O)CN(Cc1ccco1)Cc1ccco1,i,1.7,-0.1%[50 µM]
Oc1ccc(C[C@@H]2CNCCN2CC2CCCCC2)cc1,i,0.5,0.9%
CCN(CC)c1ccc(S(=O)(=O)N2CCCCC2)cc1NC(=O)CN1C(=O)NC2(CCCC2)C1=O,i,2.2,0.4%[50 µM]
C[C@H](CO)N1C[C@H](C)[C@@H](CN(C)C(=O)Nc2ccc3c(c2)OCO3)Oc2c(NC(=O)C3CC3)cccc2C1=O,i,1.1,1.5%
O=C(NCC1CCCO1)c1ccc(COc2ccccc2)o1 (stereo unspecified),i,0.4,1.6%[50 µM]
COc1ccc(NC2=NCCCCC2)cc1,i,0.2,0.1%
CC(C)(C)OC(=O)[C@H](Cc1ccccc1)NC(=O)c1nc[nH]c1C(=O)NCCCCCN,i,0.8,-0.6%
CC(=O)c1ccc(NC(=O)CSc2nnc(-c3ccncc3)n2C2CC2)cc1,i,1.0,0.1%[50 µM]

(next part)
Structure,Myeloid diff 2,Myeloid diff 2 GFP+ MAC1+ %,K1F lysis inhibition
O=C(c1ncn(Cc2ccccc2)c1C(=O)N1CCc2ccccc2C1)N1CCc2ccccc2C1,i,1.0,-0.2%
COc1ccc(CC(=O)N[C@@H]2c3cc(OC)c(OC)cc3C[C@H]2O)cc1,i,0.4,0.0%
COC(=O)C1(CC2CC(c3ccc(Cl)cc3)=NO2)CCN(C(=O)OC(C)(C)C)CC1 (stereo unspecified),i,2.8,0.3%
Cc1ccc(Cl)c(OC(=O)C2CSC3(C)CCC(=O)N23)c1 (stereo unspecified),i,0.7,1.1%[50 µM]
COCc1c(C(=O)OCC(=O)N2CCCC2=O)oc2ccccc12,i,0.6,-0.4%
CC(=O)c1c(C)[nH]c(C(=O)NNC(=O)c2ccc(Br)cc2)c1C,i,0.5,0.6%[50 µM]
CCOc1ncccc1C(=O)Nc1ccc(C(=O)Nc2ccc(OC)cc2)cc1,i,1.1,0.8%[50 µM]
CN(C(=O)COC(=O)CCCN1C(=O)c2cccc3cccc(c23)C1=O)C1CCS(=O)(=O)C1 (stereo unspecified),i,1.3,0.4%[50 µM]

An excerpt; count on the stated rates, not on these rows.
